Screening data (PubChem BioAssay)
5HT1a ag: agonists of human 5-HT1a serotonin receptor | P08908 | CHO 5-HT1a Ga15 NFAT-bla reporter, FRET ratio; 0% basal, 100% maximal reference agonist | activation, % at 10 µM | actives 0.56% (n = 65,000);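 active means activation above the screen-wide mean activation plus 3 SD, cut at about 19% in these data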;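 further: 0% = DMSO wells and 100% = 5-CT at EC100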
Fluor 339 460: intrinsic fluorescence of library compounds, ex339/em460 – biochemical, MLSMR library, data from DPM-DC assay, artefact control, profiling panel; actives 5.5% (n = 65,000); fluorescence fold increase at 10 µM; compound autofluorescence, ex339/em460 nm, NADH buffer; stronger effect = higher value; 1 = no-compound wells, NADH background; AID 709;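 active means at 10 µM, mean starting fluorescence two-fold or more over control wells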;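 further: signal is the first read of a kinetic run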
SF1 activator: activators of human nuclear receptor SF-1 | CHO-K1 Gal4-SF-1 LBD luciferase reporter; % increase over DMSO SF-1-specific signal | Q13285 | actives 1.9% (n = 65,000) | activation, % at 10 µM;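 active means activation above the mean activation of all tested compounds plus 3 SD, cut at about 50% in these data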
Target sequence (Q13285 whole entry, looked up, the tested form may be a part): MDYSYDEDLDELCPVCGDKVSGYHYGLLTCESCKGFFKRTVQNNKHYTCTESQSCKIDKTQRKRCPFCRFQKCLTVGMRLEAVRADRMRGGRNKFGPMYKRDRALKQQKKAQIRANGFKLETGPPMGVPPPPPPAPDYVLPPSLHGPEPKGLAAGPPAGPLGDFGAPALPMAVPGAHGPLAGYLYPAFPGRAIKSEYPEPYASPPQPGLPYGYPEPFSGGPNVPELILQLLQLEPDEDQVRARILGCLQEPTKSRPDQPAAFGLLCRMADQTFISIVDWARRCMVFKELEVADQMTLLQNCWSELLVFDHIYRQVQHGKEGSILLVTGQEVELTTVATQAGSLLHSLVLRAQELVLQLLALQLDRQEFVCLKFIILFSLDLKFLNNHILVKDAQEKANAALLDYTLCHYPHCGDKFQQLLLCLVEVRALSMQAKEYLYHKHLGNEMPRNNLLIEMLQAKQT
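Assay system: CHO-K1 cells co-transfected with Gal4 DBD–human SF-1 LBD, 5xGal4 luciferase reporter; doses: 10 µM only; incubation: 20 h compound exposure at 37 °C after 1 h cell settling; signal: luciferase light emission; evaluation: percent activation versus DMSO; repeats: one test per compound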
NADH enzymes: blocks coupling enzymes of NAD/NADH assays | coupled PK/LDH NADH assays, four targets | AID 774 | IC50, µM (highest dose often 10 µM), for the others: at the highest dose inhibition | actives 0.02% (n = 65,000);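 active means single-dose screening hits from any of four coupled enzyme assays that gave an IC50 when retested across doses; inconclusive means no clear call, values can overlap the other calls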;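 further: the DPM-DC format reads NADH fluorescence rather than 340 nm absorbance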
5-HT1A blocker: 5-HT1a (human) receptor antagonism. P08908. CHO 5-HT1a Ga15 NFAT-bla reporter, antagonist mode. inhibition, % at 10 µM. actives 0.68% (n = 62,000). AID 612;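 active means inhibition above the mean of all tested compounds plus 3 SD, cut at about 43% in these data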;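 further: receptor stimulated by 5-CT agonist at 100 nM near EC80; beta-lactamase reporter measured by ratiometric fluorescence of a cleavable substrate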
TNAP act DEA: human TNAP activation, intermediate phosphate acceptor; 64,000 tested, under 10 active; purified TNAP, CDP-star luminescence, 100 mM DEA, 30 min; stronger effect = higher value; scale: 0 levamisole-inhibited, 1 vehicle-only enzyme; activation factor at 20 µM; P05186;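 active means activation factor of at least 2 at 20 µM, relative to controls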
MMP13 inh: blocks human MMP13 activity; MMP-13 fTHP FRET cleavage, Mca fluorescence; inhibition, % at 4 µM; actives 0.07% (n = 65,000); AID 570;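 active means inhibition above the mean of compound-free control plate wells plus 3 SD, cut at about 14% in these data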;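 further: 0% = DMSO wells and 100% = wells with reference MMP-13 inhibitor after basal subtraction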
RORA act: RORA (human) activation; activation, % at 10 µM; CHO-K1 Gal4-RORA LBD luciferase reporter, luminescence; percent increase over mock-subtracted basal signal; actives 1.5% (n = 65,000); P35398;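 active means activation above the mean of all tested compounds plus 3 SD, cut at about 49% in these data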;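 further: 0% = DMSO-treated RORA cells and 100% = added signal equal to DMSO minus mock-transfected cells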
Target sequence (P35398 whole entry, looked up, the tested form may be a part): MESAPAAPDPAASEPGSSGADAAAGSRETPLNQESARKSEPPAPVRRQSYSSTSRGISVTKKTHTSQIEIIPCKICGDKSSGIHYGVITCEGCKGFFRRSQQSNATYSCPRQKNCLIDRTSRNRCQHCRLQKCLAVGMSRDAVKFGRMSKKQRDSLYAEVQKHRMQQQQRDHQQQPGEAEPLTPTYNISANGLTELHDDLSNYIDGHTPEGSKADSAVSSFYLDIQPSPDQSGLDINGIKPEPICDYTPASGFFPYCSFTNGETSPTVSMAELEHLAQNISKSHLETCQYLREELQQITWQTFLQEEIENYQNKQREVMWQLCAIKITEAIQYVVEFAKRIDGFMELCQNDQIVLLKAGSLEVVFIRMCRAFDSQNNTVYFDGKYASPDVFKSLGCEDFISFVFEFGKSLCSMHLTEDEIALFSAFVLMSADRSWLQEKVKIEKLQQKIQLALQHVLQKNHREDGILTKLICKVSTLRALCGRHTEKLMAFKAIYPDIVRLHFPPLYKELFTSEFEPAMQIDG
Abs 340nm: compound absorbs light at 340 nm; compound absorbance at 340 nm, fold over control; fold change at 10 µM; 65,000 tested, under 10 active;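 active means at 10 µM dose, initial 340 nm absorbance at least 2 fold that of control wells; inactive means change under 2 fold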;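 further: initial absorbance extrapolated from kinetic A340 decline of NADH oxidation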
* marks the source's active call; other numbers are inactive results; ? = inconclusive; . = no result given; [ ] = another dose, or the depositor's remark.

SMILES	5HT1a ag	Fluor 339 460	SF1 activator	NADH enzymes	5-HT1A blocker	TNAP act DEA	MMP13 inh	RORA act	Abs 340nm
O=C(CSCC(=O)N1CCCCC1)Nc1nc(-c2ccc(Cl)s2)cs1	-1.8	1.1	18	2%	12	0.9	4	24	1.1
COCCNC(=O)CN1C(=O)COc2ccc(Cl)cc21	1.6	1.1	-37	14%	-2	0.9	3	-10	1
COc1cc(C2C(C(=O)c3cccs3)=C(O)C(=O)N2Cc2ccco2)cc(OC)c1OC (configuration not stated)	-0.2	1.1	-13	3%	-4	1	-19	-4	1.1
CCOC(=O)Cc1csc(SCC(=O)/C(C#N)=C(\C)N)n1	-3.7	1.1	-4	5%	5	0.9	-3	-8	0.98
O=C(CSc1nnc(-c2cccs2)n1-c1ccccc1)N1CCc2ccccc21	1.9	1.1	4	5%	-4	1.1	3	-9	1
COc1ccc(CC(NC(C)=O)C(=O)NC2CCN(c3nc(C)cc(C)c3C#N)CC2)c(OC)c1 (configuration not stated)	-1.2	2*	0	3%[may fluoresce]	7	0.9	-1	-6	1
Cc1cc(C(=O)OCC(=O)c2ccc(Br)s2)no1	-1.6	1.1	19	7%	6	1	-3	-19	1.1
CN(c1ccc(C(=O)Nc2ccccc2C(=O)N2CCCC2)cc1)S(C)(=O)=O	-1.7	1.1	-2	2%	4	0.9	6	-8	1
O=c1c2ccccc2nc2n1CCC2	-5.6	1.1	21	?	-3	0.8	2	-18	1
Cc1ccc(NC(=O)N(Cc2ccc3c(c2)OCO3)Cc2cc3cc4c(cc3[nH]c2=O)OCCO4)cc1	-0.8	1.4	49	3%	-14	0.9	0	7	1.1
COC(=O)c1ccc(OC)c(CSc2nnc(COc3ccc(OC)cc3)o2)c1	0.1	1.1	-8	6%	22	1	-4	-8	1
Brc1cccc(-c2nnc(SCc3ccon3)n2-c2ccccc2)c1	2.1	1.1	-7	0%	29	1	1	4	1.1
CCOC(=O)c1nc(-c2ccc3c(c2)OCO3)[nH]c1C	-1.0	1.4	46	3%	6	1	-6	67*	1.1
O=C(CSc1nnnn1-c1ccccc1)Nc1ncc2c(n1)CC(c1ccco1)CC2=O (configuration not stated)	1.1	.	-4	.	17	0.9	-1	10	.
O=C(NCCc1c[nH]c2ccccc12)c1cnc2n(c1=O)CCS2	-2.2	1	48	1%	-5	0.9	2	60*	0.99
COC(=O)C1(S(=O)(=O)c2cccc3nsnc23)CC1	-3.2	1.1	15	4%	-3	0.9	0	5	1
N#Cc1cccc(-n2c(-c3ccccc3)nnc2-c2ccccc2)c1C#N	2.8	1.1	12	4%	.	0.9	3	17	1
Cc1cccc2cc(CN(Cc3ccco3)C(=O)N3CCCC3)c(=O)[nH]c12	1.0	1.7	-6	9%	7	0.9	-8	-3	1.1
CCCCCCn1c(CN2CCCC(C)C2)nc2c1c(=O)n(C)c(=O)n2C (configuration not stated)	-2.2	1.1	-12	3%	19	0.9	5	0	0.99
CCN(Cc1ccccc1)C(=O)CCCOc1ccccc1	-1.4	1.1	32	2%	27	1	-2	58*	1
O=C(c1ccco1)N1CCN(S(=O)(=O)c2ccc(S(=O)(=O)NC3CC3)cc2)CC1	-2.9	1.1	8	3%	-8	0.8	-2	-15	1
Cc1cc(NC(=O)c2cc(-c3ccccc3)on2)n(-c2ccccc2)n1	1.2	1.8	2	10%	5	0.9	4	-19	1.1
O=C(CCS(=O)(=O)c1ccc(Br)cc1)NCc1cccs1	-2.6	1.1	12	0%	10	1	2	-9	1
CC(C)(C)NC(=O)C1CC(=O)OC12CCCCC2 (configuration not stated)	-2.5	1.1	-8	7%	-5	0.9	-1	6	1
O=C1CCCC2=C1C(c1cccs1)n1nc(SCc3ccccc3F)nc1N2 (configuration not stated)	1.6	2.2*	-19	2%[may fluoresce]	-8	0.8	-20	-6	1
Cc1ccccc1-n1c(Cn2c(=O)sc3ccccc32)nnc1SCC(=O)Nc1nccs1	3.9	1.1	3	1%	-11	1	-10	3	1.1
N#CCCSCc1ccc(C(=O)O)o1	-3.6	1.1	-5	0%	-5	1	1	-20	1.1
O=C(CCCc1nc(-c2ccccc2Cl)no1)NC1CCCCC1	-3.0	1.1	10	5%	3	1	2	3	1
COc1ccc(NC(=O)CN2CCN(CC(=O)Nc3ccccc3Cl)CC2)cc1	0.6	1.1	4	4%	-25	0.9	-1	5	0.99
Cc1csc(NC(=O)CCS(=O)(=O)c2ccc(Br)cc2)n1	-1.7	1.1	4	1%	-8	0.9	-1	-23	1
O=C1NCC(COCc2ccccc2)O1 (configuration not stated)	-0.1	1.1	12	2%	3	0.9	1	10	0.99
O=C(Nc1nc(-c2nc3ccccc3s2)cs1)C1COc2ccccc2O1 (configuration not stated)	-1.2	1.5	55*	1%	-2	1	0	13	1.1
Cc1cccc(N(CC(=O)NC2CCCCC2)C(=O)CCC(=O)Nc2cc(C)ccn2)c1	-3.1	1.1	-13	6%	6	0.9	4	-6	1
O=C(C1CC1)n1cc(C(=S)N2CCOCC2)c2ccccc21	0.9	1.1	2	2%	-2	0.9	3	6	1
Cc1oc(-c2ccccc2)cc1C(N)=O	-0.5	1.1	2	4%	-10	0.8	4	7	0.96
Cc1cccc2cc(CN(CCCO)C(=O)Nc3ccc(Cl)cc3)c(=O)[nH]c12	1.5	1.1	18	4%	-19	1	-1	20	1
O=C(Nc1cccc(-c2nc3ccccc3[nH]2)c1)c1ccco1	0.1	1.1	28	7%	8	0.9	-3	13	0.98
COC(=O)c1c(-c2cccc(OC)c2)csc1N	-1.1	1.1	-16	7%	14	0.9	2	-4	1.1
C=CCNC(=O)CCCCCNS(=O)(=O)c1ccc(OC)cc1	-3.7	1.1	-6	1%	12	0.9	1	-8	1
CCCOc1ccc(OCCSc2ncccn2)cc1	-3.1	1	28	3%	3	0.9	3	48	0.99
O=C(CSc1nnc(-c2ccccc2F)n1C1CCCCC1)N1CCCC1	1.4	1.1	2	2%	5	0.9	-2	14	1
C=CCOC(=O)C1=C(C)NC(=O)NC1c1cn(-c2ccccc2)nc1-c1cccs1 (configuration not stated)	-0.4	1	0	2%	3	0.9	1	-5	0.99
CC1Cc2ccccc2N1S(=O)(=O)c1cccc(C(=O)c2nccn2C)c1 (configuration not stated)	1.2	1.1	-5	6%	14	1	-13	-13	1.1
CCOC(=O)C1=C(C)NC(C)=C(C(=O)OC)C1c1cccc([N+](=O)[O-])c1 (configuration not stated)	0.2	0.98	19	3%	.	0.9	5	-19	0.99
CN(Cc1ccccc1)C(=O)CCNC(=O)Cn1cnc2ccccc2c1=O	-0.4	1.1	-16	0%	-7	0.9	-5	-11	0.99
CN(C)c1nc2n(c(=O)n1)CCO2	-4.3	1.1	-9	5%	5	0.9	3	46	1
CCNC(=O)N1CCNC(=O)C1CC(=O)OC (configuration not stated)	-1.9	1.1	6	4%	12	1	0	2	1
C=C(C)Cn1c(CCNC(=O)C(C)C)nc2ccccc21	-1.1	1.1	-12	3%	-11	0.9	2	-23	1.1
Cc1cc(N2CCN(C)CC2)nc2ccc(NC(=O)c3ccc4c(c3)OCO4)cc12	-0.6	1.1	35	4%	21	0.9	-1	31	1.1
CCC(CC)C(=O)NCCc1ccc(OC)c(OC)c1	.	1.1	.	4%	.	0.9	.	.	0.98
CCN(CC)CCNc1ncnc2c1[nH]c1ccc(OC)cc12	0.2	2.4*	3	5%[fluoresces]	.	1	-130[fluorescence artefact?]	-37	1.1
O=C(Cc1c(F)cccc1Cl)NCC1CCCO1 (configuration not stated)	-4.1	1.1	9	6%	-8	0.9	-3	3	1
CC1(C)CC(=O)C=C(Nc2ccccc2NC(=O)c2cnccn2)C1	-1.3	1.1	-5	0%	24	0.9	4	-8	1.1
CC(NC(=O)Cc1cccs1)C(c1cccs1)N1CCOCC1 (configuration not stated)	-1.2	1.1	5	3%	-6	.	-4	-11	1
O=S(=O)(NCCc1cn2ccccc2n1)c1ccc2c(c1)OCCO2	0.9	1.1	-10	11%	4	0.9	-11	26	1.1
O=c1[nH]cnc2sc3c(c12)CCCC3	3.4	1.1	6	1%	1	0.8	-3	-12	1.1
O=C(Nc1cccnc1)c1cccc(S(=O)(=O)N2CCOCC2)c1	0.7	1.1	3	1%	9	0.9	3	2	1
Cc1ccc(N(Cc2cc3ccccc3[nH]c2=O)C(=O)c2ccco2)c(C)c1	6.5	1.1	-9	7%	.	0.9	-8	-20	1.1
COc1ccc(S(=O)(=O)N2CCC(C(=O)N3CCc4ccccc4C3)CC2)cc1OC	-3.3	1.1	7	2%	-7	1	0	8	1.1
O=C(c1ccc(CS(=O)(=O)c2ccc(Br)cc2)o1)N1CCOCC1	-0.9	1	0	0%	-8	0.9	-5	42	1

Reformatted: 2 of the compounds above.
O=C(Nc1cccnc1)c1cccc(S(=O)(=O)N2CCOCC2)c1
- 5HT1a ag: 0.7
- Fluor 339 460: 1.1
- SF1 activator: 3
- NADH enzymes: 1%
- 5-HT1A blocker: 9
- TNAP act DEA: 0.9
- MMP13 inh: 3
- RORA act: 2
- Abs 340nm: 1

COc1ccc(S(=O)(=O)N2CCC(C(=O)N3CCc4ccccc4C3)CC2)cc1OC
- 5HT1a ag: -3.3
- Fluor 339 460: 1.1
- SF1 activator: 7
- NADH enzymes: 2%
- 5-HT1A blocker: -7
- TNAP act DEA: 1
- MMP13 inh: 0
- RORA act: 8
- Abs 340nm: 1.1

Next results.
SMILES	5HT1a ag	Fluor 339 460	SF1 activator	NADH enzymes	5-HT1A blocker	TNAP act DEA	MMP13 inh	RORA act	Abs 340nm
Cc1ccc(Cn2c(=N)c(C(=O)NCc3ccco3)cc3c(=O)n4ccccc4nc32)cc1	18	1.9	1	6%	0	0.9	-160[fluorescence artefact?]	2	1
O=C1CCC(=O)N1c1ccc(CSc2nnnn2C2CCCCC2)cc1	0.0	1.1	-26	4%	7	1	5	-11	1
O=C(CSc1ccc2nnc(-c3ccccc3)n2n1)N1CCN(c2ccccc2)CC1	-0.4	0.99	-5	2%	-10	0.9	1	27	0.99
C=CCn1c(C)c(C(C)=O)c(N2CCCC2)nc1=S	1.0	1.1	13	5%	-6	0.9	2	7	1
CCn1c(=O)c(C(=O)NCCNCCO)c(O)c2ccccc21	-2.8	1	0	6%	-2	0.9	-10	-20	1
Cc1ccccc1CN1CCN(CC(=O)NCc2ccco2)C1=O	-2.2	1.1	6	2%	-2	1	5	-27	0.98
Cc1nc(NCCCO)c(C#N)c2c1COC(C)(C)C2	-3.6	2.3*	-4	8%[fluoresces]	.	1	-112[fluorescence artefact?]	-14	1.1
S=c1[nH]nc(COc2ccccc2)n1C1CCCCC1	-0.4	1.1	-23	5%	1	1	4	19	1
Cc1cc(C(=O)Nc2ccc3c(c2)OCCO3)co1	0.9	1.1	42	8%	-7	0.9	-5	47	1
CCOC(=O)C1=C(C)N=C2SC(CC)C(=O)N2C1c1ccc(OC(C)=O)c(OCC)c1 (configuration not stated)	0.8	0.98	12	8%	-2	1	2	-4	1.1
O=C(CCNS(=O)(=O)c1cccs1)NCc1ccco1	-5.5	1.1	4	3%	-12	1	0	-7	1
CC1CCN(CC(O)COc2cccc(F)c2)CC1 (configuration not stated)	-0.8	0.99	3	1%	6	0.9	0	13	1
COc1ccccc1NC(=O)CN1CCC(n2c(C)nc3cc(F)ccc32)CC1	2.5	1	14	6%	4	0.9	2	13	1

Copied from the list.
Reading for `Cc1ccccc1CN1CCN(CC(=O)NCc2ccco2)C1=O` in 5HT1a ag: -2.2
Reading for `Cc1ccc(Cn2c(=N)c(C(=O)NCc3ccco3)cc3c(=O)n4ccccc4nc32)cc1` in 5HT1a ag: 18
